Assay outcomes (PubChem BioAssay)
AGP1-GFP MLPCN = alters AGP1-GFP fluorescence in TOR pathway yeast screen. S. cerevisiae AGP1-GFP multiplex flow cytometry, 3 h; GFP as percent of DMSO wells. GFP response vs DMSO, % at 10 µM. 0.02% of 320,000 active. AID 2066;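 active means GFP response relative to DMSO above a set limit, near screen average plus 3 SD, cut at about 150% in these data; inconclusive means fewer than 70 cells counted for the yeast strain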;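 further: median GFP channel fluorescence of the gated AGP1 strain per well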
Yeast superoxide = lowers age-related superoxide in aged yeast cells; S. cerevisiae aged cells, superoxide DHE fluorescence; stronger effect = lower value; superoxide response (% of plate mean), % at 10 µM; 0.18% of 330,000 active; AID 2690;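 active means superoxide response under a set limit, about three screen SD below normal, cut at about 65% in these data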;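 further: yeast aged for seven days with compound at 30 °C before DHE staining; 100% = average MFI of all compound-treated wells on the plate with controls excluded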
LAP4-GFP MLPCN = yeast TOR pathway LAP4-GFP modulation; 0.34% of 320,000 active; AID 2023; GFP response vs DMSO, % at 10 µM; S. cerevisiae LAP4-GFP multiplex, flow cytometry GFP, 3 h; median GFP as percent of DMSO wells;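 active means GFP response vs DMSO above a set limit, about the screen mean plus 3 SD, cut at about 150% in these data; inconclusive means under 70 cell events counted for the yeast strain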
VLA-4 inh = inhibition in a human VLA-4 binding assay; inhibition, % (about 7 µM as worked out from the volumes in the protocol); P13612; VLA-4 expressing cells, ligand binding flow cytometry; 0.2% of 330,000 active; in the data active means inhibition above about 50%
Target sequence (P13612 whole entry, looked up): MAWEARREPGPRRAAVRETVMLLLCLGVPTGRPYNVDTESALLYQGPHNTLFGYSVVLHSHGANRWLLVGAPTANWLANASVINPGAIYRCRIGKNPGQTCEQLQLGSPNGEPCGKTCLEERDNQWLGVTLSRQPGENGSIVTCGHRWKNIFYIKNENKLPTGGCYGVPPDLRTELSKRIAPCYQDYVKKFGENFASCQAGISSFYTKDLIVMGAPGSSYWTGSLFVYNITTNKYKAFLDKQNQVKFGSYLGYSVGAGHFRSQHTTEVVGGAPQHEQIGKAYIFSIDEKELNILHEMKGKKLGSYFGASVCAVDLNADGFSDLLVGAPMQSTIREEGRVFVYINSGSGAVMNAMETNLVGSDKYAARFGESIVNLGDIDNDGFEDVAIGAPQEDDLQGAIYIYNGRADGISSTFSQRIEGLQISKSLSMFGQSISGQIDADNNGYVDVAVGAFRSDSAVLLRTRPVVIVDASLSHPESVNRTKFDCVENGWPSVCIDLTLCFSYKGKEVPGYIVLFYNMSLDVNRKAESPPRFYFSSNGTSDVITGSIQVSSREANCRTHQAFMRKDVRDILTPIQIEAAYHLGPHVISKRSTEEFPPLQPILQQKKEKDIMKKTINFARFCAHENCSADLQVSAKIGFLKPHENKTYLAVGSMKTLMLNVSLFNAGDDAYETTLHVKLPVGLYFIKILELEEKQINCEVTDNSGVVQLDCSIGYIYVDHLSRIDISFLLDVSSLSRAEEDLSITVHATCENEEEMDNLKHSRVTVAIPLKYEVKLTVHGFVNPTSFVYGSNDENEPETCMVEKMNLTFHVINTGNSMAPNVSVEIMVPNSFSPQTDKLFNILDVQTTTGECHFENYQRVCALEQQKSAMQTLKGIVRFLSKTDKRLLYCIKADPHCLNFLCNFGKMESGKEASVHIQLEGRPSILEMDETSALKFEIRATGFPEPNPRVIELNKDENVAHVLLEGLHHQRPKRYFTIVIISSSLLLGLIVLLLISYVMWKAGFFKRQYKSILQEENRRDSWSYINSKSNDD
MEP2 TOR yeast = alters MEP2-GFP fluorescence in TOR pathway yeast screen | S. cerevisiae MEP2-GFP strain, flow cytometry GFP, 3 h; 100% = DMSO control level | GFP response vs DMSO, % at 10 µM | 0.51% of 330,000 active | AID 2016;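 active means GFP response versus DMSO above a set limit, roughly screen mean plus 3 SD, cut at about 180% in these data; inconclusive means fewer than 70 cells counted for a yeast strain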;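 further: median GFP fluorescence of the barcode-gated MEP2-GFP cells per well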
RPL19A TOR yeast = modulators of TOR pathway RPL19A-GFP in S. cerevisiae; S. cerevisiae RPL19A-GFP strain, flow cytometry, 3 h; stronger effect = lower value; percent response vs DMSO, % at 10 µM; 0.3% of 330,000 active;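 active means percent response vs DMSO below 50%; inconclusive means fewer than 70 events counted for the yeast strain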;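 further: median channel GFP fluorescence of the barcoded RPL19A-GFP strain; ratio of sample median GFP to plate DMSO average so 100% = DMSO; lower means less RPL19A-GFP as with rapamycin TOR inhibition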
CIT2 TOR yeast = yeast TOR pathway CIT2-GFP modulation; AID 2029; 0.065% of 320,000 active; GFP response vs DMSO, % at 10 µM; S. cerevisiae CIT2-GFP strain, flow cytometry, 3 h; 100 means same as DMSO wells;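 active means GFP response relative to DMSO above a set limit, near the screen mean plus 3 SD, cut at about 150% in these data; inconclusive means Fewer than 70 cells measured for a yeast strain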;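 further: ratio of well median GFP fluorescence to mean of DMSO wells on the plate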
GRK2 inh = inhibitors of human GRK2 displacing RNA aptamer; P25098; bead flow cytometry, FAM-aptamer displacement from GRK2; inhibition of aptamer binding, % at 10 µM; 0.59% of 330,000 active;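 active means inhibition of aptamer binding above 40%, roughly 3 SD of noise, on plates passing a quality check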;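 further: median bead fluorescence of bound FAM aptamer so fluorescent compounds give negative values; no value below 0 was filed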
* marks the source's active call; other numbers are inactive results; ? = inconclusive; · = no result given; [ ] = dose if it differs, or a comment.

cpd | compound | AGP1-GFP MLPCN | Yeast superoxide | LAP4-GFP MLPCN | VLA-4 inh
1 | Cc1nc(C)c(C(=O)O)s1 | 106 | 99 | 97 | 1
2 | Cc1nc(COc2ccc(C(=O)NCc3ccccc3CN3CCCCC3)cc2)cs1 | 99 | 100 | 104 | 5
3 | Cc1ccc(S(=O)(=O)N2CCCC2C(=O)Nc2nccs2)cc1 (stereo not drawn) | 101 | 94 | 100 | -3
4 | CC(C)(C)OC(=O)C[C@H]1C/C=C\C[C@@H](CC(=O)N(CCO)Cc2ccccc2)C(=O)N[C@@H](Cc2ccccc2)COC1=O | 99 | 98 | 91 | 12
5 | O=S(=O)(Cc1ccccc1)Nc1ccccc1 | 97 | 94 | 100 | 3
6 | Cc1ccc(F)cc1NC(=O)CSc1nc(Nc2ccccc2)nc(N2CCOCC2)n1 | 103 | 86 | 105 | 9
7 | CCc1ccc(-c2nnn(CCC#N)n2)cc1 | 101 | 101 | 110 | 12
8 | Cn1cccc1CC(=O)NNC(=S)Nc1ccccc1Cl | 97 | 111 | 89 | 3
9 | CCC(=O)N1c2ccc(S(=O)(=O)CCC(=O)N3CCN(c4ccccc4F)CC3)cc2CC1C (stereo not drawn) | 106 | 107 | 118 | 1
10 | Cc1ccc(SCC(=O)OCC(=O)N(C)CC(=O)Nc2ccc(F)cc2)cc1C | 102 | 106 | 95 | 9

cpd | MEP2 TOR yeast | RPL19A TOR yeast | CIT2 TOR yeast | GRK2 inh
1 | 105 | 103 | 94 | 0
2 | 102 | 100 | 95 | 0
3 | 99 | 102 | 97 | 0
4 | 90 | 95 | 98 | 0
5 | 114 | 104 | 98 | 0
6 | 102 | 103 | 102 | 6
7 | 100 | 99 | 96 | 0
8 | 107 | 104 | 102 | 3
9 | 102 | 101 | 101 | 0
10 | 102 | 99 | 105 | 0

Next section; the last 3 above are carried over.
cpd | compound | AGP1-GFP MLPCN | Yeast superoxide | LAP4-GFP MLPCN | VLA-4 inh
8 | Cn1cccc1CC(=O)NNC(=S)Nc1ccccc1Cl | 97 | 111 | 89 | 3
9 | CCC(=O)N1c2ccc(S(=O)(=O)CCC(=O)N3CCN(c4ccccc4F)CC3)cc2CC1C (stereo not drawn) | 106 | 107 | 118 | 1
10 | Cc1ccc(SCC(=O)OCC(=O)N(C)CC(=O)Nc2ccc(F)cc2)cc1C | 102 | 106 | 95 | 9
11 | CCOc1ccc(N2C(=O)CC(N3CCN(C(=O)CN4CCCC4)CC3)C2=O)cc1 (stereo not drawn) | 109 | 96 | 104 | 14
12 | Cc1cc(C(=O)NCc2cc(F)cc3c2OCOC3)nn1C | 97 | 113 | 107 | 0
13 | CCOC(=O)CSC1=C(C#N)C(=O)NC(c2ccc(OC)c(OC)c2)S1 (stereo not drawn) | 98 | 93 | 98 | -3
14 | O=C(COC(=O)c1cc(S(=O)(=O)N2CCOCC2)ccc1O)NCCc1ccccc1 | 109 | 102 | 105 | 4
15 | COCCNC(=O)CN(CCc1ccccc1)S(=O)(=O)c1ccc(OC)cc1 | 104 | 101 | 101 | 12
16 | O=C(Cc1c(F)cccc1Cl)N/N=C/c1cccs1 | 94 | 103 | 90 | -7
17 | C/[N+]([O-])=C/c1c(OCc2ccc(Cl)cc2Cl)ccc2ccccc12 | 102 | 100 | 108 | 16
18 | O=C(Nc1cccnc1)/C(N=Nc1ccc(Cl)c(C(F)(F)F)c1)=C(\O)c1ccccc1 | 89 | 99 | 94 | 4
19 | O=C(CCc1nnc2n(Cc3ccccc3)c(=O)c3ccccc3n12)NCCCN1CCCCC1 | 101 | 93 | 95 | -7
20 | O=C(CN(C1CCCCC1)S(=O)(=O)c1ccc(Br)cc1)NCc1cccnc1 | 107 | 108 | 99 | 11

cpd | MEP2 TOR yeast | RPL19A TOR yeast | CIT2 TOR yeast | GRK2 inh
8 | 107 | 104 | 102 | 3
9 | 102 | 101 | 101 | 0
10 | 102 | 99 | 105 | 0
11 | 107 | 107 | 107 | 0
12 | 98 | 98 | 98 | 1
13 | 100 | 98 | 95 | 1
14 | 113 | 113 | 100 | 1
15 | 101 | 101 | 98 | 5
16 | 101 | 100 | 98 | 0
17 | 100 | 101 | 94 | 0
18 | 105 | 100 | 89 | 0
19 | 98 | 96 | 102 | 0
20 | 105 | 104 | 109 | 0

Other structures follow.
cpd | compound | AGP1-GFP MLPCN | Yeast superoxide | LAP4-GFP MLPCN | VLA-4 inh
21 | CC(=O)Nc1cccc2c1C(=O)N(c1ccccc1C)C2=O | 90 | 96 | 91 | 12
22 | Cc1ccc(NC(=O)N2CCCC2c2cccs2)cc1 (stereo not drawn) | 95 | 94 | 116 | -7
23 | COc1cc(NC(=O)c2nn(C)c3c2CS(=O)(=O)c2ccccc2-3)cc(OC)c1 | 109 | 96 | 92 | 20
24 | Cn1cncc1C#Cc1ccc2cc(CCCO)oc(=O)c2c1 | 97 | 95 | 96 | -13
25 | COc1ccc(C(=O)NCc2nnc(SCC(=O)NCCc3ccccc3)o2)cc1 | 99 | 86 | 93 | 5
26 | NC(=O)CC(CC(=O)OCc1ccccc1)c1ccccc1 (stereo not drawn) | 101 | 113 | 90 | 7
27 | O=c1c2ccccc2nnn1COc1cccc(Cl)c1 | ? | 104 | ? | 4
28 | Nc1nc(=S)n(-c2ccccc2)[nH]1 | 102 | 85 | 104 | -5
29 | CCOC(=O)c1ccc(NC(=S)NNC(=O)c2cc(-c3cccnc3)nc3ccccc23)cc1 | 90 | 105 | 90 | 2
30 | CC(=O)Nc1ccc(C(=O)Nc2cccc(S(=O)(=O)N(C)c3ccccc3)c2)cc1 | 100 | 101 | 95 | 17

cpd | MEP2 TOR yeast | RPL19A TOR yeast | CIT2 TOR yeast | GRK2 inh
21 | 100 | 89 | 88 | 3
22 | 108 | 94 | 84 | 0
23 | 101 | 102 | 111 | 0
24 | 87 | 96 | 101 | 0
25 | 114 | 104 | 103 | 7
26 | 107 | 100 | 99 | 4
27 | ? | ? | 89[may fluoresce red] | 2
28 | 97 | 101 | 104 | 0
29 | 97 | 100 | 97 | 3
30 | 93 | 96 | 97 | 0

(cont.)
cpd | compound | AGP1-GFP MLPCN | Yeast superoxide | LAP4-GFP MLPCN | VLA-4 inh
31 | CCNc1nc(NCC)nc(N/N=C/c2ccc(O)c(O)c2)n1 | 95 | 90 | 98 | 7
32 | CCCc1ccccc1OCCNC(C)=O | 102 | 105 | 102 | -4
33 | COc1cccc(-c2ccc3ncnc(NCc4cc(C)cs4)c3c2)c1 | 95 | 97 | 101 | -10
34 | CC1CCN(c2c(NCc3ccc(C(=O)N4CCc5ccccc54)cc3)c(=O)c2=O)CC1 | 107 | 96 | 107 | 2
35 | CN(C)c1nc(N)nc(Cn2nnc(-c3ccc(C(F)(F)F)cc3)n2)n1 | 108 | 99 | 109 | 0
36 | CCc1cc2c(=O)c(-c3cnn(-c4ccccc4)c3)c(C)oc2c(CN2CCCCC2)c1O | 103 | 96 | 97 | -38
37 | COc1cccc(-c2cc(C(=O)NCc3ccc(Cl)cc3)no2)c1 | 94 | 105 | 98 | 9
38 | O=C(CN1C(=O)NC2(CCCC2)C1=O)Nc1ccccc1 | 98 | 92 | 91 | 4
39 | COc1ccc(/C=N/NC(=O)c2ccoc2C)cc1COc1ccc(Cl)cc1 | 97 | 105 | 101 | -3
40 | Cc1cccc(CCNS(=O)(=O)c2cc3c(cc2C)NC(=O)CO3)c1 | 92 | 87 | 98 | -2

cpd | MEP2 TOR yeast | RPL19A TOR yeast | CIT2 TOR yeast | GRK2 inh
31 | 95 | 94 | 86 | 2
32 | 104 | 98 | 91 | 0
33 | 88 | 94 | 102 | 0
34 | 104 | 102 | 104 | 0
35 | 108 | 95 | 103 | 5
36 | 104 | 97 | 98 | 0
37 | 96 | 94 | 94 | 1
38 | 104 | 104 | 104 | 2
39 | 94 | 96 | 89 | 2
40 | 97 | 91 | 100 | 0

Quoted from the listing.
In CIT2 TOR yeast, `COc1cccc(-c2cc(C(=O)NCc3ccc(Cl)cc3)no2)c1` is entered as 94
In CIT2 TOR yeast, `Cc1cccc(CCNS(=O)(=O)c2cc3c(cc2C)NC(=O)CO3)c1` is entered as 100
In GRK2 inh, `CCNc1nc(NCC)nc(N/N=C/c2ccc(O)c(O)c2)n1` is entered as 2
In RPL19A TOR yeast, `CN(C)c1nc(N)nc(Cn2nnc(-c3ccc(C(F)(F)F)cc3)n2)n1` is entered as 95
In AGP1-GFP MLPCN, `CCCc1ccccc1OCCNC(C)=O` is entered as 102

The list goes on.
cpd | compound | AGP1-GFP MLPCN | Yeast superoxide | LAP4-GFP MLPCN | VLA-4 inh
41 | COC(=O)Cc1cc(=O)n2[nH]c(C)cc2n1 | 98 | 102 | 96 | -6
42 | O=C(Cn1cnc2c(OCc3ccccc3)ncnc21)N1CCN(c2ccccn2)CC1 | 96 | 117 | 89 | -12
43 | CCC1CCc2c(sc(NC(=O)c3cccnc3)c2C(N)=O)C1 (stereo not drawn) | 98 | 114 | 88 | 34
44 | C=CCn1c(O)c(C(CC)=NCc2cccnc2)c(=O)[nH]c1=O | 96 | 101 | 108 | 2
45 | CCC1CCCCN1CCCNC(=O)CC1Oc2ccccc2NC1=O (stereo not drawn) | 108 | 103 | 96 | 22
46 | S=c1[nH]nc(COc2ccccc2)n1/N=C/c1ccc(Cl)cc1 | 94 | 98 | 85 | 9
47 | C[C@]12C(=O)N(c3ccc(C(F)(F)F)cc3)C(=O)N1[C@H]1c3ccccc3OC[C@@H]1[C@H]2c1ccccc1 | 100 | 108 | 104 | 19
48 | COC(=O)c1c(NC(=O)c2nc3ccccc3s2)sc2c1CCN(C(C)=O)C2 | 98 | 115 | 106 | 0
49 | O=C(c1ccc(F)c(S(=O)(=O)N2CCOCC2)c1)N1CCc2ccccc21 | 98 | 111 | 95 | -1
50 | Cc1ccc(/C=C/C(=O)Nc2ccc(S(=O)(=O)Nc3ncccn3)cc2)cc1 | 105 | 108 | 97 | 6

cpd | MEP2 TOR yeast | RPL19A TOR yeast | CIT2 TOR yeast | GRK2 inh
41 | 100 | 96 | 94 | 2
42 | 92 | 95 | 95 | 0
43 | 108 | 97 | 108 | 3
44 | 100 | 100 | 94 | 2
45 | 107 | 105 | 111 | 0
46 | 110 | 106 | 98 | 0
47 | 101 | 102 | 102 | 0
48 | 115 | 95 | 89 | 0
49 | 94 | 97 | · | 12
50 | 96 | 106 | 105 | 2

(continued)
cpd | compound | AGP1-GFP MLPCN | Yeast superoxide | LAP4-GFP MLPCN | VLA-4 inh
51 | CC(=O)Cn1ncc(N2CCOCC2)c(Cl)c1=O | 114 | 100 | 101 | 5
52 | CCC1(C(=O)c2ccc(Cl)cc2)C2c3ccccc3OC(=O)C21C(=O)Nc1ccccc1 (stereo not drawn) | 98 | 103 | 109 | 0
53 | COc1cc(NC(=O)c2cc3c(Cl)nc4ccccc4c3s2)cc(OC)c1OC | 98 | 97 | 94 | 11
54 | O=C(COc1ccc(Cl)cc1Cl)Nc1ccc2nc3n(c(=O)c2c1)CCCC3 | · | 101 | 115 | -5
55 | COc1ccc(CCN(C(=O)c2ccco2)C(C(=O)NC2CCCC2)c2ccncc2)cc1OC (stereo not drawn) | 100 | 76 | 93 | -6
56 | COc1ccc(C)cc1NC(=O)CNC(C)C(=O)Nc1cc(Cl)ccc1Cl (stereo not drawn) | 103 | 99 | 96 | -1
57 | CCCC1=NN(C(=O)Cc2ccc(OC)c(OC)c2)C(O)(C(F)(F)F)C1 (stereo not drawn) | 108 | 108 | 105 | 12

cpd | MEP2 TOR yeast | RPL19A TOR yeast | CIT2 TOR yeast | GRK2 inh
51 | 116 | 113 | 120 | 0
52 | 103 | 100 | 92 | 0
53 | 104 | 100 | 94 | 0
54 | 110 | 101 | 110 | 2
55 | 99 | 100 | 105 | 3
56 | 107 | 103 | 101 | 0
57 | 98 | 97 | 101 | 1
